Screening data deposited in PubChem by several laboratories.
RTF Ca sens act = increases calcium sensitivity of human cardiac regulated thin filaments; P19429+P45379; IANBD-labeled TnC RTF fluorescence at EC20 calcium; 0% EC20 calcium, 100% full calcium; activation, % at 7.2 µM; 340,000 tested, 0.24% active; AID 493008;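 active = activation above the mean over all tested compounds plus 3 SD, cut at about 30% in these data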;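 also: rise in fluorescence read as greater calcium sensitivity of cardiac thin filaments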
MITF TRPM1 HTS = activators of MITF-driven TRPM1 promoter activity in SK-MEL-5 cells. activation, % at 12.5 µM. AID 588334. SK-MEL-5 TRPM1-promoter luciferase, 24 h; % of positive control, neutral wells = 0. 300,000 tested, 0.75% active;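 active = mean activation of at least 80% with every replicate also reaching 80%; inconclusive = mean reaches 80% but some replicate falls short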;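 also: 0% = neutral control wells and 100% = parthenolide positive control wells; values of inactives mirror those of a sister screen read the other way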
SR-BI DiI inh = inhibitors of mouse SR-BI mediated HDL lipid uptake; 320,000 tested, 0.96% active; Q61009; inhibition, % at 12.5 µM; ldlA[mSR-BI] CHO cells, DiI-HDL uptake fluorescence, 3 h; AID 488896;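 active = mean replicate inhibition of at least 70% and a set share of replicates each scoring 70 or more; inconclusive = meets just one of the two criteria; inactive = fails both criteria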;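 also: 0% = median of neutral control wells and 100% = median of positive control wells; values of inactives mirror those of a sister screen read the other way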
PvdQ inh = P. aeruginosa PvdQ acylase inhibition | purified PvdQ acylase, fluorescence plate reader | 340,000 tested, 0.063% active | inhibition, % at 10 µM; in the data active = inhibition above about 30%, passing the limit was not always enough; inconclusive = no clear call, values can overlap the other calls;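 also: 0% = vehicle neutral wells and 100% = reference inhibitor wells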
HTR5A ag ctr = counter-screen for OPRM1-OPRD1 agonists: human HTR5A agonism; P47898; HTR5A agonist assay, luminescence, cell-based; activation, % at 9.3 µM; 340,000 tested, 0.61% active; AID 504692; in the data active = activation mostly above about 9.5%, no sharp cut-off; inactive = mostly below about 7.6%;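 also: 0% = cells with vehicle only and 100% = reference agonist; strong numbers were not always called active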
SR-BI uptake up = activators of SR-BI mediated HDL lipid uptake | 320,000 tested, 0.096% active | AID 504775 | activation, % at 12.5 µM | CHO ldlA[mSR-BI] cells, DiI-HDL uptake fluorescence, 3 h; 100 = double the neutral-control signal;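 active = mean replicate activation of at least 60% and every replicate at or above 60%; inconclusive = mean or all-replicate condition met, but not both; inactive = mean below 60% and not all replicates reaching 60%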;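 also: 0% = median plate neutral-control signal and 100% = twice that signal; values of inactives mirror those of a sister screen read the other way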
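System: LDL receptor-deficient CHO ldlA cells overexpressing murine SR-BI | Timing: 3 h uptake period with compound, 37 °C | Medium: HEPES-buffered (25 mM, pH 7.4) F12 plus 0.5% BSA | Dosing: Single-point compound dose | Signal: Bottom-read fluorescence, 550/595 nm | Read-out: Retained DiI signal reflecting DiI-HDL uptake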
Rtt109 Vps75 = C. albicans Rtt109 histone acetyltransferase inhibition; purified Rtt109/Vps75, ThioGlo CoA-SH fluorescence, 4 h; 330,000 tested, 0.16% active; inhibition, % at 34.9 µM; Q5AAJ8;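 active = inhibition of at least 50% in every replicate; inconclusive = best replicate reaches 50% inhibition but some replicates fall short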
dFosB act = mouse delta FosB homodimer activation. 340,000 tested, 0.99% active. purified delta FosB, TAMRA-CDK5 oligo fluorescence polarization; percent of positive-control signal above neutral wells. activation, % at 25 µM;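 active = mean activation above about 17%, with every replicate also reaching it, limit read from the data, passing the limit was not always enough; inconclusive = only one of the two conditions met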;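 also: fluorescence polarization rise as delta FosB binds a TAMRA Cdk5 AP-1 oligo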
Target sequence (P13346 whole entry, looked up): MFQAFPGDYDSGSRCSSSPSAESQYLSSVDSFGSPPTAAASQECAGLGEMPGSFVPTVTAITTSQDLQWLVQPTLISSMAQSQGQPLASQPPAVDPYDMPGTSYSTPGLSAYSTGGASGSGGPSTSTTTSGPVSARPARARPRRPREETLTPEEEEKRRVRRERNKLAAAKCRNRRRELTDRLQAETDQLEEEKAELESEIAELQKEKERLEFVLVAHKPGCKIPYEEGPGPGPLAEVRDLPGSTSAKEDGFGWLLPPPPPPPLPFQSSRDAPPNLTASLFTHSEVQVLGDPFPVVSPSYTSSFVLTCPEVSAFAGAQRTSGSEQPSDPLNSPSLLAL
Wnt act = activators of Wnt/beta-catenin signaling | Wnt/beta-catenin reporter cell assay, activator, plate reader | activation, % at 9.35 µM | 300,000 tested, 1.2% active | AID 743398; in the data active = activation above about 30%, passing the limit was not always enough; inconclusive = no clear call, values can overlap the other calls;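 also: 0% = neutral control wells and 100% = positive control wells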
CDK5 inh = CDK5/p35 (human) kinase inhibition | Q00535+Q15078 | 330,000 tested, 0.01% active | inhibition, % at 10 µM | AID 488839 | Recombinant CDK5/p35, ADP-Glo luminescence, 60 min;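 active = highest replicate inhibition of at least 50% and at least 75% of replicates reaching 50%; inconclusive = only one of the two criteria met; inactive = both criteria failed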;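 also: plate controls were DMSO neutral control for no effect and GW8510 at 10 µM for full effect; many of its hits are not listed in these tables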
Target sequence (Q00535 whole entry, looked up): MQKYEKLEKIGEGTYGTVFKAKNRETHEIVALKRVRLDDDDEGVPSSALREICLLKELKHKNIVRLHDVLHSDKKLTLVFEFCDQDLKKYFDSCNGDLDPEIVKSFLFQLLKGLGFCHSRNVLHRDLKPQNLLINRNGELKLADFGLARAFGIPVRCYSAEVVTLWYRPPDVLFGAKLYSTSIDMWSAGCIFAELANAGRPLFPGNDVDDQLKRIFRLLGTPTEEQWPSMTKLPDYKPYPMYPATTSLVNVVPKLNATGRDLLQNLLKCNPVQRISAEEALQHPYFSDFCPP
Target sequence (Q15078 whole entry, looked up): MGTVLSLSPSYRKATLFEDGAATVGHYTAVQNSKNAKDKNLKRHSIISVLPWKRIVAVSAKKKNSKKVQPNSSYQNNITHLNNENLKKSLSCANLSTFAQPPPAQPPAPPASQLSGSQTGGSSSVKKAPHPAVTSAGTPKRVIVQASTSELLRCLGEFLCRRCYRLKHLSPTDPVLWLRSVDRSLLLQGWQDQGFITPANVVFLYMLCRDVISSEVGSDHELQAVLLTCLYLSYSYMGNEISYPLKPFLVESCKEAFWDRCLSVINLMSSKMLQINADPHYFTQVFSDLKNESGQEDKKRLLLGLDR
* hit, by the source's call; ? = inconclusive; . = no result given; & = joins results of further samples; ! = a repeat was not active.

A first look, 9 compounds:
SMILES	RTF Ca sens act	MITF TRPM1 HTS	SR-BI DiI inh	PvdQ inh	HTR5A ag ctr	SR-BI uptake up	Rtt109 Vps75	dFosB act	Wnt act	CDK5 inh
CC1=Nc2ccc(C)cc2/C1=C/c1c(N)n2oc(C)cc2nc1=O	4&13	5	93*!	3&7	-4&6	-66&-93	10&1	4&6	23&1	2.0&1.9
COc1ccc(S(=O)(=O)NC(C)C(=O)NCc2ccc3c(c2)OCO3)cc1OC (stereo not given)	-1	2	-11	-19	-1	11	8	-5	1	-6.3
COC(=O)c1ccccc1NC(=O)C/C(C)=N/NC(=O)CC#N	2	1	-1	6	0	1	1	-2	-9	1.5
COc1ccc(S(=O)(=O)NCC2CCC(C(=O)NCC(OC)OC)CC2)cc1 (stereo not given)	3	-8	-7	-12	0	7	8	-6	-2	0.7
COc1ccc(S(=O)(=O)N2CCCCCC2)cc1C(=O)OCc1cccc(OC)c1OC	-5	0	31	-7	0	-31	10	-13	-1	1.4
COc1ccccc1N(CC(=O)Nc1ccc(F)c(F)c1)S(C)(=O)=O	3	2	-381	4	-1	?	-3	-2	-1	-0.3
COC(=O)C1=C(N)OC2=C(C(=O)CCC2)C1c1cccnc1 (stereo not given)	-4	0	-10	1	4	10	-4	5	0	1.9
COc1ccc(C(C(=O)NC2CCCCC2)N(C(=O)c2ccco2)c2ccccc2OC)cc1 (stereo not given)	-3	-9	.	1	2	.	16	-4	-4	-0.9
CC1=N/C(=C/c2cccnc2)C(=O)O1	1	3	-9	-12	0	9	-3	-4	-3	0.1

This part in full (from the top)
SMILES	RTF Ca sens act	MITF TRPM1 HTS	SR-BI DiI inh	PvdQ inh	HTR5A ag ctr	SR-BI uptake up	Rtt109 Vps75	dFosB act	Wnt act	CDK5 inh
CC1=Nc2ccc(C)cc2/C1=C/c1c(N)n2oc(C)cc2nc1=O	4&13	5	93*!	3&7	-4&6	-66&-93	10&1	4&6	23&1	2.0&1.9
COc1ccc(S(=O)(=O)NC(C)C(=O)NCc2ccc3c(c2)OCO3)cc1OC (stereo not given)	-1	2	-11	-19	-1	11	8	-5	1	-6.3
COC(=O)c1ccccc1NC(=O)C/C(C)=N/NC(=O)CC#N	2	1	-1	6	0	1	1	-2	-9	1.5
COc1ccc(S(=O)(=O)NCC2CCC(C(=O)NCC(OC)OC)CC2)cc1 (stereo not given)	3	-8	-7	-12	0	7	8	-6	-2	0.7
COc1ccc(S(=O)(=O)N2CCCCCC2)cc1C(=O)OCc1cccc(OC)c1OC	-5	0	31	-7	0	-31	10	-13	-1	1.4
COc1ccccc1N(CC(=O)Nc1ccc(F)c(F)c1)S(C)(=O)=O	3	2	-381	4	-1	?	-3	-2	-1	-0.3
COC(=O)C1=C(N)OC2=C(C(=O)CCC2)C1c1cccnc1 (stereo not given)	-4	0	-10	1	4	10	-4	5	0	1.9
COc1ccc(C(C(=O)NC2CCCCC2)N(C(=O)c2ccco2)c2ccccc2OC)cc1 (stereo not given)	-3	-9	.	1	2	.	16	-4	-4	-0.9
CC1=N/C(=C/c2cccnc2)C(=O)O1	1	3	-9	-12	0	9	-3	-4	-3	0.1
Cc1ccc(C(C(=O)NC(C)(C)C)N(Cc2cccs2)C(=O)c2csnn2)cc1 (stereo not given)	-10	-3	-19	1	2	19	14	-12	.	-1.1
COc1ccc2nc3sc(C(=O)NCCCN4CCc5ccccc5C4)cc3cc2c1	-1	-4	18	-20	1	-18	14	-9	16	0.2
O=C(CN1CCN(c2ccccc2)CC1)Nc1nccs1	6	-8	-17	-10	5	17	3	-1	.	1.1
Cn1c(SCC(=O)NCC2CCCO2)ncc(C(=O)Nc2ccc(Cl)cc2)c1=O (stereo not given)	2	-68	12	-9	3	-12	-58	-10	13	-1.8
CCCCOc1ccc(C(=O)NCc2ccco2)cc1	0	13	2	10	1	-2	8	-3	5	1.4
Cc1cc(=O)nc2c3ccccc3n(CC(=O)NCCC3=CCCCC3)n12	-2	-7	1	-9	-1	-1	5	-4	-1	0.9
CSc1ccccc1-c1nnc(-c2ccc(Cl)c(Cl)c2)o1	-3	72	6	-1	5	-6	-2	-6	.	0.5
O=C(Nc1ccccn1)c1ccc(=O)[nH]n1	-3	17	-2	-15	-2	2	-5	2	.	-0.4
CC1CN(C(=O)c2cc(Br)c(Br)s2)CC(C)O1 (stereo not given)	0	4	17	-13	0	-17	-3	4	0	0.3
CCCCn1c(=O)[nH]c(=O)c2c1nc(-c1ccc(-c3ccccc3Br)o1)n2CC	-3	7	2	-11	12	-2	0	0	.	0.8
CCc1cc(=O)oc2cc(C)cc(OCC(=O)NCC(O)c3ccccc3)c12 (stereo not given)	0	-6	23	-7	5	-23	-30	-21	-1	-2.5
Cc1cc2c(N=NC(=O)C3CC3c3ccccc3)c(O)[nH]c2cc1Br (stereo not given)	8	2	-32	7	4	32	-4	-6	-4	0.0
Cn1c(N)c(C(=O)Nc2c(Cl)cccc2Cl)sc1=S	11	2	13	-21	-2	-13	4	-2	-2	0.9
Cc1c(N/C=C/C(=O)c2cccs2)c(=O)n(-c2ccccc2)n1C	-5	6	3	-8	9	-3	.	0	.	-4.5
CCCCOc1ccc(-c2cnc3ccccc3n2)cc1	4	15	-5	22	-3	5	-5	0	.	4.5
Cc1c(C)c2ccc(OCC(=O)Nc3cccnc3)cc2oc1=O	-5	25	-7	-15	-5	7	0	-7	0	-1.3
CC(C)Oc1ccc(Br)cc1C(=O)N/N=C/c1c[nH]c2ccccc12	2	-9	63	-13	-3	-63	-8	-12	-1	0.1
O=c1c2[nH]c3ccc(Cl)cc3c2ncn1CCN1CCCCC1	4	15	-27	-2	2	27	2	-4	.	-0.3
CCOc1ccc2nc(/N=C/c3c(C)[nH]n(-c4ccccc4)c3=O)sc2c1	-5	19	-1	6	-4	1	0	-4	20	-0.6
CCOc1ccc(C(=O)N2CCC(C(=O)c3ccc4c(c3)OCCO4)CC2)cc1	7	-2	12	6	0	-12	-5	-10	.	-0.1
COc1cc(OC)c(OC)cc1CCC(C)NCCC(c1ccccc1)c1ccccc1 (stereo not given)	-3	-49	10	-1	-1	-10	?	8	-5	4.0
COc1cccc(NC(=O)CN(C)C(C)C(=O)Nc2ccc(S(=O)(=O)N3CCOCC3)cc2)c1 (stereo not given)	8	21	5	-6	-2	-5	2	-10	-2	-6.0
COc1cc(OC)c2c(c1)OC(=O)CC2c1ccc2c(c1)OCO2 (stereo not given)	2	0	17	-14	5	-17	0	-2	-2	-1.6
O=C(CCl)Nc1ccc(S(=O)(=O)Nc2nccs2)cc1	-6	-1	-6	-17	3	6	-2	-3	0	1.1
N#Cc1nc(-c2ccc(F)cc2)oc1NCc1ccco1	-1	16	24	4	-5	-24	6	-1	6	0.5
C=CCSc1nnc(-c2sc(-c3ccccc3)nc2C)n1C	-1	.	15	-18	0	-15	-2	-4	33*	-1.6
CCCCSC1(SCCCC)N=C(N)C2(C#N)C(c3ccccc3)NC(C)=C(C)C12C#N (stereo not given)	1	-8	37	-15	1	-37	-15	0	.	0.0
Cc1ccc(C2N(c3cccc(Cl)c3)C(=O)N3CCCN23)cc1 (stereo not given)	1	2	0	-9	1	0	-10	-4	-2	1.2
O=C(O)CC/C(=N\Nc1ccc(S(=O)(=O)N2CCCC2)cc1[N+](=O)[O-])c1cccs1	0	-11	3	-6	0	-3	14	-7	-9	-2.4
O=[N+]([O-])c1ccc(Cc2ccccn2)c([N+](=O)[O-])c1	0	2	-9	-12	-4	9	0	7	1	0.1
COc1cc(OC)cc(-c2nc3ccccc3c(=O)n2OC(=O)c2ccccc2C)c1	4	1	-25	-15	22*	25	-3	-9	5	0.4
CCCn1c(=O)c(C(=O)NCc2cccnc2)c(O)c2ccccc21	-2	-18	-1	5	11	1	.	-11	.	1.8
COc1ccc(C(=O)/C=C/Nc2ccc(S(=O)(=O)Nc3nc(C)cc(C)n3)cc2)cc1OC	2	1	-19	-2	9	19	2	11	-2	-7.1
COc1ccc(-c2cc(C(=O)NN3CCOCC3)c3ccccc3n2)cc1OC	-4	-7	21	-3	1	-21	-8	-9	-2	-0.2
COCc1cc(=O)[nH]c(N2CCN(C(=O)c3ccco3)CC2)n1	-2	1	-4	-12	-3	4	0	-3	-4	1.0
COc1ccc(NC(=O)COC(=O)CNS(=O)(=O)/C=C/c2ccccc2)cc1OC	1	-1	15	2	-1	-15	8	-3	1	-0.2
COc1cc(OC)c2c(-c3ccccc3)cc(=O)oc2c1C(CCN1CCCC(C)C1)c1ccc(N(C)C)cc1 (stereo not given)	10	-13	5	-10	-6	-5	7	1	-7	-2.2
CCOc1cc(C(C(=O)NCC2CCCO2)N(C(=O)Cn2nnc3ccccc32)c2cccc(OC)c2)ccc1O (stereo not given)	4	-3	28	-12	-3	-28	-15	-8	0	-1.6
Cc1ccccc1-n1nnnc1SCC(=O)Nc1ccc(S(=O)(=O)N2CCCC2)cc1	-7	-39	-9	-14	-3	9	-6	-2	-5	0.0
C/C=C/c1ccc(OCC(=O)Nc2ccc(C(N)=O)cc2)c(OC)c1	1	-3	3	-4	-6	-3	6	3	-1	0.1
CCc1cccc(CC)c1NC(=O)/C(C#N)=C/c1ccccc1C(F)(F)F	-1	-89	4	-12	2	-4	-5	-1	.	-0.5
COc1ccc(/C=N/Nc2nc(-c3ccc(C)cc3)c(NC(C)=O)s2)cc1OC	3	.	.	-9	1	.	-1	-14	0	-1.0
O=C(CCC(=O)N(CC(=O)NC1CCCCC1)CC1CCCO1)Nc1nccs1 (stereo not given)	0	3	-7	-16	-3	7	2	-8	-2	-1.4
CCc1noc(C)c1C(=O)Oc1ccc(N(C)S(=O)(=O)c2ccc(C)cc2)cc1	1	-17	48	-15	2	-48	3	-13	.	-1.0
COc1cccc(NC(=O)N2CCCC2C(=O)Nc2cc(C)ccc2OC)c1 (stereo not given)	-2	.	.	-8	-1	.	1	-4	2	-2.4
Cc1ccc(S(=O)(=O)NNC(=O)c2sc3nc(C)cc(C)c3c2-n2cccc2)cc1	5	.	-61	-19	-2	?	.	-13	-3	-0.3
Cc1oc2c(cc(NS(=O)(=O)c3ccc4c5c(cccc35)C(=O)N4)c3ccccc32)c1C(=O)OC(C)C	9	-18	-7	-18	2	7	0	-8	-4	0.8

Rows are unselected. Share with any hit: about 4.4%.
